# CHRM4 PAM: potentiates acetylcholine response at human M4 receptor. CHO-K1 hM4/Gqi5, Fluo-8 calcium fluorescence, ACh EC20; 0% = ACh EC20, 100% = maximal ACh. activation, % at 3 µM. AID 624126. P08173. actives 0.4% (n = 360,000);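 active = activation above its plate's cutoff, the mean activation of sample wells plus 3 SD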; note: some results filed as inactive read as strong as hits
# Target sequence (P08173 whole entry, looked up): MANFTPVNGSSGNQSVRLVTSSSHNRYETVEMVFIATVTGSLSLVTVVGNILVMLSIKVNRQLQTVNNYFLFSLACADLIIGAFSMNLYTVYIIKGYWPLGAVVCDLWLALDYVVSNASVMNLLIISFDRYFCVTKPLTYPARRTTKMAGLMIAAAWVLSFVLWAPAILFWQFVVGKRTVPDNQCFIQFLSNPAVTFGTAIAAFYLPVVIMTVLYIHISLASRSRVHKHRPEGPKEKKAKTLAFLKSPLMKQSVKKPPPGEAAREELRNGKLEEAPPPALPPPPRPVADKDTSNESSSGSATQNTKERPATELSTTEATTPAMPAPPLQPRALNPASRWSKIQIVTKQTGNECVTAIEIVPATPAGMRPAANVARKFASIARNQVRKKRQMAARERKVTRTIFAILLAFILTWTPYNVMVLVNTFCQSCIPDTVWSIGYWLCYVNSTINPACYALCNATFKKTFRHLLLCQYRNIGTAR
# M5 PAM: positive allosteric modulators of human muscarinic M5 receptor. CHO-K1 hM5, Fluo-8 calcium, ACh EC20 PAM; 0% = ACh EC20, 100% = ACh EC100. actives 0.3% (n = 360,000). AID 624038. P08912. activation, % at 3 µM;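 active = activation above the run cutoff, the mean activation of all test compounds plus 3 SD, cut at about 18% in these data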
#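 System: CHO-K1 cell line with stable human muscarinic M5 receptor expression | Also added: EC20 acetylcholine as agonist stimulus | Compound: One concentration, 3 µM final (nominal) | Timing: Fluo-8 loading 80 min at 37 °C plus 30 min room temperature | Measured by: Fluo-8 calcium dye fluorescence, kinetic read | Read-out basis: % activation, ACh-normalized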
# M5 antag: antagonists of human muscarinic M5 receptor (CHRM5); inhibition, % at 3 µM; actives 0.59% (n = 360,000); AID 624040; CHO-hM5 cells, Fluo-8 calcium fluorescence, ACh EC80; P08912;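 active = inhibition above a per-plate cutoff, the mean of that plate's test compounds plus 3 SD, cut at about 27% in these data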;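 note: 0% = acetylcholine EC80 with DMSO and 100% = DMSO without agonist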
# M5 ag: agonists of human muscarinic M5 receptor (CHRM5); CHO-K1 hM5 cells, Fluo-8 calcium fluorescence; 0% DMSO wells, 100% maximal acetylcholine response; actives 0.19% (n = 360,000); activation, % at 3 µM; AID 624037;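 active = activation above the run's mean over test compounds plus 3 SD, cut at about 23% in these data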;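 note: signal is peak over basal fluorescence ratio across the kinetic read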
# CRFBP-R2 agonist: CRF-BP/CRF-R2 complex agonism; HEK293 CRF-R2/CRF-BP, calcium dye fluorescence (FLIPR); percent of saturating CRF peptide response; actives 0.46% (n = 350,000); activation, % at 13.2 µM; AID 588473;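 active = activation of at least 50%, plus an integration ratio under a set limit after plate pattern correction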;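 note: plate controls were neutral control wells without compound for no effect and CRF at EC100 for full effect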
# TAAR1 antagonist: human TAAR1 antagonism; CHO RD-HGA16 TAAR1, Fluo-8 calcium fluorescence, antagonist; inhibition, % at 3 µM; actives 1.5% (n = 360,000); AID 624466;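 active = inhibition above a per-plate cutoff, the mean inhibition of test compounds on that plate plus 3 SD, cut at about 49% in these data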;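 note: 0% = DMSO plus EC80 beta-PEA response and 100% = DMSO alone without agonist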
# Target sequence (Q96RJ0 whole entry, looked up): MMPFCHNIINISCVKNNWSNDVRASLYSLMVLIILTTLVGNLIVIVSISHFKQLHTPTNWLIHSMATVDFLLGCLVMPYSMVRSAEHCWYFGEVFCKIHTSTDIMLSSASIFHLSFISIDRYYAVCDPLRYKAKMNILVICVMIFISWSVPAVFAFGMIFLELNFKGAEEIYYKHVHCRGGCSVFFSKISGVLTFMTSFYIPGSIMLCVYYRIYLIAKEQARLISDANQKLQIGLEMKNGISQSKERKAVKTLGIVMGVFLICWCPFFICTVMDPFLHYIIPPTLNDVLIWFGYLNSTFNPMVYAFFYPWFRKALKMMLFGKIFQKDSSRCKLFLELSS
#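 System: RD-HGA16 CHO cells with stable hTAAR1 and Gα16 | Probe or stimulus: EC80 β-phenethylamine stimulus | Dosing: 3 µM, single point | Times: Dye loading 75 min at 37 °C, then 30 min room temperature | Measured by: Fluo-8 calcium-sensitive fluorescence | Read-out basis: % inhibition of agonist calcium response | Replicates: n of 1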
# M1 PAM parental: nonselective activator or artifact in parental CHO-K1 calcium assay; ATP EC20, Fluo-8 calcium fluorescence; 0% at ATP EC20, 100% at ATP max; AID 602247; actives 0.02% (n = 360,000); activation, % at 3 µM;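 active = activation above the run cutoff, the mean activation of all test compounds plus 3 SD, cut at about 40% in these data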;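 note: peak over basal fluorescence ratio in a 140 s read after ATP addition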
# TAAR1 ag: human TAAR1 agonism. Q96RJ0. actives 0.99% (n = 360,000). CHO RD-HGA16 TAAR1, Fluo-8 calcium fluorescence; vehicle wells 0%, saturating PEA agonist 100%. activation, % at 3 µM. AID 624467;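 active = activation above the mean activation of all test compounds in the run plus 3 SD, cut at about 38% in these data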
#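 Repeats: no replicates (n 1) | Material: CHO-derived RD-HGA16 cells with stable Gα16 and human TAAR1 | Technique: Kinetic Fluo-8 calcium fluorescence | Schedule: 17-24 h seeding, 75 min 37 °C dye, 30 min RT | Evaluation: % activation from peak over basal fluorescence ratio, DMSO-to-PEA scaled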
# CRFR2-BP antag: CRF-BP/CRF-R2 complex antagonism | inhibition, % at 11.8 µM | AID 588475 | HEK293 CRF-R2/CRF-BP, CRF-induced calcium fluorescence | actives 0.59% (n = 350,000);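 active = inhibition of the ligand-induced calcium signal above about 50% at the single tested concentration, limit read from the data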
# Starred values were filed as active, the others as inactive; / = no result given.
# Sample of the layout, 13 compounds:
SMILES,CHRM4 PAM,M5 PAM,M5 antag,M5 ag,CRFBP-R2 agonist,TAAR1 antagonist,M1 PAM parental,TAAR1 ag,CRFR2-BP antag
CC(O)CNCCNCc1cccs1 (stereo not given),-1,2,5,2,0.2,2,11,0,-6
Cc1ccc(S(=O)(=O)N(CC(=O)N2CCN(c3ccc(F)cc3)CC2)C2CCCCC2)cc1,-6,-11,8,-2,0.9,-4,3,6,7
COC(=O)CCCNc1ncccc1[N+](=O)[O-],-4,-8,5,-2,-0.6,4,8,13,-6
Cc1nc(SCC(N)=O)c([N+](=O)[O-])[nH]1,10,10,-8,-3,-2.6,-17,7,1,-1
Cc1ccc(CNC(=O)Cc2ccc(-c3ccccc3)cc2)cc1,-1,5,-2,2,-0.1,2,18,9,-1
COc1ccc(-c2nc3c(-c4ccc(F)cc4)cnn3cc2C)cc1F,-2,-1,3,2,1.3,-25,-5,1,9
CC(C)N(C(=O)[C@H]1C[C@H](CC(=O)NCCC2=CCCCC2)C(=O)N2CCc3c([nH]c4ccc(Cl)cc34)[C@]12C)C(C)C,3,-3,5,0,-3.3,-26,-11,4,65*
CC(=O)OC1c2ccccc2C(=O)N1Cc1ccccc1Cl (stereo not given),-11,-10,6,-2,0.3,-8,16,-2,4
COc1ccc(Cn2c(=S)[nH]c3cc(C(=O)NCCCN4CCOCC4)ccc3c2=O)cc1,-2,17,-1,-5,1.1,-8,-20,4,-1
COc1ccc(O)c(C(=O)c2cnc3onc(C(C)C)c3c2)c1,1,0,11,-3,-0.4,4,3,15,20
COc1ccc(CCC(=O)NCC23CC4CC(CC(C4)C2)C3)cc1,3,-4,12,-5,-1.0,-25,3,1,-12
CN(C)c1ccc(CNn2cnnc2SCc2ccccc2F)cc1,1,0,-1,1,0.1,-3,22,2,-10
O=C(CC1SC(=O)N(Cc2cccc3ccccc23)C1=O)Nc1nccs1 (stereo not given),-5,-9,3,-1,2.7,16,10,4,-20

# Main list, previewed entries included:
SMILES,CHRM4 PAM,M5 PAM,M5 antag,M5 ag,CRFBP-R2 agonist,TAAR1 antagonist,M1 PAM parental,TAAR1 ag,CRFR2-BP antag
CC(O)CNCCNCc1cccs1 (stereo not given),-1,2,5,2,0.2,2,11,0,-6
Cc1ccc(S(=O)(=O)N(CC(=O)N2CCN(c3ccc(F)cc3)CC2)C2CCCCC2)cc1,-6,-11,8,-2,0.9,-4,3,6,7
COC(=O)CCCNc1ncccc1[N+](=O)[O-],-4,-8,5,-2,-0.6,4,8,13,-6
Cc1nc(SCC(N)=O)c([N+](=O)[O-])[nH]1,10,10,-8,-3,-2.6,-17,7,1,-1
Cc1ccc(CNC(=O)Cc2ccc(-c3ccccc3)cc2)cc1,-1,5,-2,2,-0.1,2,18,9,-1
COc1ccc(-c2nc3c(-c4ccc(F)cc4)cnn3cc2C)cc1F,-2,-1,3,2,1.3,-25,-5,1,9
CC(C)N(C(=O)[C@H]1C[C@H](CC(=O)NCCC2=CCCCC2)C(=O)N2CCc3c([nH]c4ccc(Cl)cc34)[C@]12C)C(C)C,3,-3,5,0,-3.3,-26,-11,4,65*
CC(=O)OC1c2ccccc2C(=O)N1Cc1ccccc1Cl (stereo not given),-11,-10,6,-2,0.3,-8,16,-2,4
COc1ccc(Cn2c(=S)[nH]c3cc(C(=O)NCCCN4CCOCC4)ccc3c2=O)cc1,-2,17,-1,-5,1.1,-8,-20,4,-1
COc1ccc(O)c(C(=O)c2cnc3onc(C(C)C)c3c2)c1,1,0,11,-3,-0.4,4,3,15,20
COc1ccc(CCC(=O)NCC23CC4CC(CC(C4)C2)C3)cc1,3,-4,12,-5,-1.0,-25,3,1,-12
CN(C)c1ccc(CNn2cnnc2SCc2ccccc2F)cc1,1,0,-1,1,0.1,-3,22,2,-10
O=C(CC1SC(=O)N(Cc2cccc3ccccc23)C1=O)Nc1nccs1 (stereo not given),-5,-9,3,-1,2.7,16,10,4,-20
Fc1ccc(F)c(CNc2ncnc3cc(Cl)ccc23)c1,-10,-10,11,3,4.3,24,6,4,-8
COCCN1C(=O)CCC1(C)C(=O)NC1CCCC1 (stereo not given),3,1,-4,0,/,-5,4,2,/
CCN(C(=O)Cn1cc(C(=O)C(=O)N2CCOCC2)c2ccccc21)c1ccccc1,-2,1,-8,-1,0.8,-7,6,2,-3
Cc1cc(C(=O)CSc2nnc(Nc3ccccc3F)s2)c(C)n1CC1CCCO1 (stereo not given),-8,-35,2,-5,1.1,31,-11,7,17
CCOC(=O)N1CCC(NC(=O)CCc2cn(C)c3ccccc23)CC1,-9,-6,0,-3,-0.8,0,17,17,20
C=CCOc1ccc(-c2nc3c(c(=O)[nH]c(=O)n3CCC)n2CCCC)cc1,5,-2,6,-2,-0.7,-26,-9,-3,2
CC1=C(C(=O)OCc2ccccc2)C(c2ccc(N3CCOCC3)cc2)NC(=O)N1 (stereo not given),4,-1,-1,-4,-0.4,-11,19,7,-7
CC(=O)n1cc([C@H]2C=C(C(=O)NCc3ccccc3)O[C@@H](OCc3ccc(CO)cc3)C2)c2ccccc21,-12,-18,11,2,1.9,48,12,16,-1
CCOC(=O)[C@]12CCCC=C1N(Cc1cccc3ccccc13)C(=O)[C@H](CC(=O)NCc1cccs1)C2,-3,-8,13,-3,/,1,-2,-1,/
O=C(Nc1ccc(C(F)(F)F)cc1)c1cc(-c2cccnc2)nc2ccc(Br)cc12,9,4,-6,4,0.8,10,12,4,-1
Cc1cc(C)n(-c2ccc(C(=O)N3CCN(S(=O)(=O)c4ccc(OC(F)(F)F)cc4)CC3)cc2)n1,2,0,-2,0,-1.3,7,3,-2,8
Cn1c2ccccc2c2cc(/C=N/NC(=O)c3cc(O)cc(O)c3)ccc21,-7,-4,19,-6,-4.9,-24,-8,1,16
O=C(O)c1cc(S(=O)(=O)N2CCCc3ccccc32)ccc1Cl,-1,2,3,-1,1.1,2,4,-2,-2
COc1ccc(C2=NOC(C(=O)Nc3c(C)n(C)n(-c4ccccc4)c3=O)C2)cc1OC (stereo not given),-5,-4,4,1,5.8,-28,-5,1,-13
O=c1c2cc(-c3ccccc3)sc2ncn1-n1cccc1,-4,2,3,-1,3.9,38,7,36,4
C=CCn1c(SCc2ccc(Cl)cc2)nc2c1c(=O)[nH]c(=O)n2C,3,3,0,-6,-2.6,-19,23,7,-12
O=C(COc1cccc2ccccc12)NNC(=O)[C@@H]1CCCC[C@@H]1C(=O)O,2,2,0,-4,-1.0,7,-2,0,-1
Cc1cccc(-n2cnc(C(=O)O)c2)n1,-5,-4,6,-4,0.6,-11,20,5,-29
COc1cccc(-c2cc(C(=O)Nc3cccnc3Cl)no2)c1,-3,1,11,-2,0.6,-23,5,0,2
COc1ccc(-c2cc(=O)oc3c(O)c(O)ccc23)cc1,-1,1,3,-1,-0.3,-4,-6,-3,-4
Nc1cc(N)nc(SCC(=O)Nc2ccc(Br)cc2Cl)n1,-3,0,-3,1,2.0,-7,12,5,5
O=C(Oc1ccc2ccccc2c1Cl)N1CCCC1,6,2,-3,-11,0.0,1,1,8,12
CC(C)CC1c2[nH]c3ccccc3c2CCN1CCCn1cccn1 (stereo not given),-9,-4,16,-8,-0.3,12,-2,0,-24
CCc1ccc2oc(C(=O)Nc3ccc(S(N)(=O)=O)cc3)c(C)c2c1,5,4,-8,-1,-1.8,7,28,12,17
C[C@H]1NC(=O)[C@@]2(C)[C@@H](c3ccccc3)[C@H]3COc4ccccc4[C@H]3N2C1=O,11,12,-3,-3,-1.8,-3,-3,12,-4
CC(C)(C)c1cc(CNC(=O)C2CCC(=O)N(Cc3ccccc3F)C2)[nH]n1 (stereo not given),10,-2,-4,0,-0.3,-1,22,1,7
CCc1ccc2[nH]c(C)c(CN3CCCCCC3)c(=O)c2c1,-11,1,8,-5,3.3,-15,-12,-1,13
CCCN(CCC)C(=O)c1cc(-c2ccc3c(c2)OCO3)nc2ccccc12,-4,-12,12,-4,-0.4,/,6,/,-3
COc1ccccc1N1CCN(C(=O)C2CCN(S(=O)(=O)c3ccc4c(c3)CC(C)N4C(C)=O)CC2)CC1 (stereo not given),-4,-10,3,0,-3.9,24,6,10,3
CCN(C(=O)CSc1nnc(-c2ccc(F)cc2)n1C)C1CCS(=O)(=O)C1 (stereo not given),0,3,-6,-1,1.0,-7,0,5,3
C=CCNc1oc(-c2ccc(OCC)cc2)nc1C#N,-2,-4,-5,-4,0.0,10,20,7,16
CCOC(=O)CSc1nc(N)cc(=O)[nH]1,9,9,-9,-6,1.0,0,12,4,-2
COc1cc(OC)c(NC(=O)C2CCN(S(=O)(=O)c3ccc4c(c3)CC(C)N4C(C)=O)CC2)cc1Cl (stereo not given),6,5,-22,-3,-2.0,4,-20,3,4
O=C(NCCc1ccc2c(c1)OCCO2)c1ccc([N+](=O)[O-])cc1Cl,-1,-6,0,-2,0.2,-10,17,5,15
CC1CCN(C(=S)NC(=O)C2CCCCC2)CC1,17,4,-4,-3,3.0,9,10,-1,3
O=C(OCc1c(F)cccc1Cl)c1cnc(Cl)c(Cl)c1,-9,-1,9,-5,1.8,-21,27,-1,9
COc1ccc(-c2nc3ccc([N+](=O)[O-])cc3o2)cc1,5,-3,2,-1,3.2,-5,10,1,12
# Next part
SMILES,CHRM4 PAM,M5 PAM,M5 antag,M5 ag,CRFBP-R2 agonist,TAAR1 antagonist,M1 PAM parental,TAAR1 ag,CRFR2-BP antag
COc1cc2cnc(-c3ccccc3)c(-c3cccc(C(F)(F)F)c3)c2cc1OC,12,13,-4,1,0.4,51*,14,9,7
CC1CCCN(Cc2nc3c(c(=O)n(C)c(=O)n3C)n2CC(=O)c2ccccc2)C1 (stereo not given),6,2,-5,1,1.4,-25,7,6,-54
CN1CCN(c2ccccc2/C=N/NC(=O)c2cccnc2)CC1,2,1,5,-18,0.1,-10,20,4,3
O=C(Nc1c(C(=O)N2CCCC2)cnn1-c1ccccc1)c1cccc(F)c1,-7,2,-2,0,-0.7,12,15,-1,6

# Assay outcomes as filed in PubChem BioAssay.
